LGR2 inh: Drosophila LGR2 receptor signaling inhibition. HEK293 LGR2, CRE-luciferase, bursicon-stimulated, 4 h. inhibition, % at 9.99 µM. hit rate 0.35% among 380,000. AID 720647;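 active = drop in luminescence signal, shown as inhibition above about 50% in the replicate tests, limit read from the data, passing the limit was not always enough; inconclusive = probably only some replicates passing the limit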;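 also: agonist challenge used bursicon conditioned medium at about half maximal strength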
FN deposit inh: fibronectin deposition inhibition; inhibition, % at 12.6 µM; hit rate 0.086% among 350,000; AH1F fibroblasts, Alexa488-fibronectin deposition fluorescence, overnight;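 active = mean inhibition across replicates of 30% or more, regardless of how many single replicates reach that level; inconclusive = mean under 30% yet at least half of replicates reach 30%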;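 also: positive control wells lacked labelled fibronectin entirely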
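material = AH1F fibroblast monolayer depositing Alexa488-labelled fibronectin into matrix | amount = 10000 AH1F cells/well | buffer or medium = DMEM plus 2% serum, read in PBS | incubation = 1 h cell adhesion before compound, then overnight fibronectin incubation | detection = fluorescence at 485 nm excitation, 525 nm emission | evaluation = percent inhibition as loss of matrix-bound fibronectin fluorescence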
PGC1a acetyl inh: lowers PGC1a acetylation signal in U2OS cells; AlphaScreen anti-acetyl-lysine; with virally co-expressed GCN5 acetyltransferase; inhibition, % at 15.6 µM; hit rate 0.17% among 350,000; AID 651687;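 active = every replicate shows inhibition of at least 40%; inconclusive = mean inhibition at least 40% but some replicate below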;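 also: 0% = neutral control wells and 100% = positive control wells; some results beyond the cut were filed as inactive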
PglD DTNB: inhibitors of Campylobacter jejuni PglD acetyltransferase. purified PglD enzyme, DTNB colorimetric CoA detection. inhibition, % at 12.5 µM. hit rate 0.098% among 360,000; in the data active = inhibition above about 16%, passing the limit was not always enough; inconclusive = no clear call, values can overlap the other calls; also: strong numbers were not always called active
ERAP1 HTS inh: inhibitors of human ERAP1 aminopeptidase; recombinant ERAP1, Leu-AMC fluorescence, 60 min; Q9NZ08; hit rate 0.15% among 340,000; AID 652197; inhibition, % at 10.7 µM;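 active = mean replicate inhibition of at least 30%, or all replicates individually reaching that 30% level; inactive = mean below 30% and not every replicate reaching it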;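 also: 0% = neutral control wells and 100% = L-leucinethiol positive control wells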
Target sequence (Q9NZ08 whole entry, looked up): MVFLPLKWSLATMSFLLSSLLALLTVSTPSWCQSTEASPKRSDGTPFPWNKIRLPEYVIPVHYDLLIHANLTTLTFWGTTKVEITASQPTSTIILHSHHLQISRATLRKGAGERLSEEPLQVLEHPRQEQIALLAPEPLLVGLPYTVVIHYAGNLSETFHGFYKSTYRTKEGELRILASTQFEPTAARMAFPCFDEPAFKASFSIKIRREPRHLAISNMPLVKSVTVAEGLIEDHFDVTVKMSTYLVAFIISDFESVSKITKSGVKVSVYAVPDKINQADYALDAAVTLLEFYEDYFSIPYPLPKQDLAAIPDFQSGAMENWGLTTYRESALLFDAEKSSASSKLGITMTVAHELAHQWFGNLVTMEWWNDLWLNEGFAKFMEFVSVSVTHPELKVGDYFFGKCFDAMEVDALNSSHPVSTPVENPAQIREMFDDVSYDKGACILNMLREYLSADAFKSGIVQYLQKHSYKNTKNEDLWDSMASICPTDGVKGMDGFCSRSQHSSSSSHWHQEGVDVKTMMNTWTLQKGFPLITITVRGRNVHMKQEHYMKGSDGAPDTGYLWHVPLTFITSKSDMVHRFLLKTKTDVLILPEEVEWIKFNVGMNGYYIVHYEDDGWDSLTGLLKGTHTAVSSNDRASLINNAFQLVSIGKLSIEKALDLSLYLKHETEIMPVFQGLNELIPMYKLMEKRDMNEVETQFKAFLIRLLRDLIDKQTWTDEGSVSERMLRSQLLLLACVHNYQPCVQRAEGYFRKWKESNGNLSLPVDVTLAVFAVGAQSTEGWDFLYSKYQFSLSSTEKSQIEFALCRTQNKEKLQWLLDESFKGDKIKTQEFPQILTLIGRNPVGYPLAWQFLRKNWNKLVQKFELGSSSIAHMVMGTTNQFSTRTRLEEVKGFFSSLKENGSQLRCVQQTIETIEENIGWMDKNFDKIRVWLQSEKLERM
PAX8 reporter: PAX8 transcriptional activity inhibition; RMG-I TPO-luciferase reporter, SteadyGlo, 24 h; inhibition, % at 12.6 µM; hit rate 1.2% among 360,000; AID 652154;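 active = mean replicate inhibition at least 60% with every replicate also reaching 60%; inconclusive = only one of the two criteria is met; inactive = mean below 60% and not all replicates reaching 60%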;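 also: luciferase light reporting Pax8 driven TPO promoter activity; plate controls were median of neutral control wells for no effect and mitoxantrone controls for full effect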
S100A4 MyoIIA: S100A4-myosin IIA interaction inhibition; S100A4/TAMRA-MyoIIA peptide fluorescence polarization; AID 652163; hit rate 0.14% among 360,000; inhibition, % at 10.7 µM;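 active = mean inhibition of at least 70% across replicates, with every replicate also reaching that level; inconclusive = mean inhibition reaches 70% but some replicates fall short; inactive = mean inhibition below 70%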
Target sequence (P26447 whole entry, looked up): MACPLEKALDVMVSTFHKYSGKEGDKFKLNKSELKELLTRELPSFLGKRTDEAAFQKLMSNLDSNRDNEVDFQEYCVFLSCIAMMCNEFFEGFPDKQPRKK
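Test system – S100A4 monomer (human) · Compound – single-point compound testing · Schedule – 5 min incubation before reading · Probe or stimulus – TAMRA-labelled myosin IIA heavy-chain peptide probe, 5 nM · Benchmarks – neutral control DMSO, positive control TFP · Medium – Calcium-containing HEPES buffer, pH 7.2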
EWS-Fli inh: blocks EWS/Fli oncoprotein-driven transcription | hit rate 0.67% among 350,000 | inhibition, % at 12.6 µM | A673 NR0B1-luciferase reporter, viability-normalised;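 active = mean inhibition of at least 50% after viability correction, with every replicate also passing that limit; inconclusive = mean reaches 50% but only one of two replicates passes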;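 also: firefly luciferase signal divided by Alamar Blue viability fluorescence both relative to DMSO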
Numbers without * were called inactive; u = inconclusive; x = no result given; & = joins results of further samples.

[1] CC1CCC(NC(=O)CCS(=O)(=O)c2ccc3c(c2)NC(=O)C(C)S3)CC1 (stereo unspecified)
[2] CO[C@@H]1CN(C)C(=O)c2cc(NC(=O)CC(F)(F)F)ccc2OC[C@@H](C)N(C(=O)C2CCCC2)C[C@H]1C
[3] CN1C[C@H]2CON(C)[C@H]2C[C@H]1c1cccc(N2CCOCC2)c1
[4] Cc1ccc(CNc2nc(C)cs2)cc1
[5] Cc1ccc(S(=O)(=O)N(C)C[C@H]2Oc3cc(C4=CCCC4)ccc3S(=O)(=O)N([C@H](C)CO)C[C@@H]2C)cc1
[6] O=[N+]([O-])c1ccc(/C=N/n2c(-c3cccnc3)n[nH]c2=S)cc1
[7] CC(=O)N/C(=C/c1ccc(OS(=O)(=O)c2ccc(C)cc2)cc1)C(=O)NCCCO
[8] CCN(CC)C(=O)CSc1nnc(-c2cccnc2)n1CCc1ccccc1
[9] CN(Cc1ccco1)C(=O)C1CCC(=O)N(CCc2cccc(F)c2)C1 (stereo unspecified)
[10] CCCCC#Cc1cncc(C(=O)NN)c1

| entry no. | 1 | 2 | 3 | 4 | 5 | 6 | 7 | 8 | 9 | 10 |
| --- | --- | --- | --- | --- | --- | --- | --- | --- | --- | --- |
| LGR2 inh | -19 | -9 | 0 | -63 | 13 | 3 | -6 | 4 | -3 | x |
| FN deposit inh | 7 | -6 | -7 | 0 | -1 | 2 | 3 | 6 | -7 | 5 |
| PGC1a acetyl inh | -4 | x | 1 | x | -3 | 6 | 11 | 9 | -3 | x |
| PglD DTNB | 18 | 0 | 1 | -6 | 0 | 6 | -3 | 5 | -7 | x |
| ERAP1 HTS inh | -1 | -1 | 0 | -6 | -2 | x | 2 | x | -1 | -1 |
| PAX8 reporter | 9 | 0 | 0 | -31 | 58 | -35 | 27 | x | x | 13 |
| S100A4 MyoIIA | -3 | -25 | -5 | 9 | 2 | x | -9 | x | -3 | 0 |
| EWS-Fli inh | x | -2 | -2 | -45 | 18 | x | 11 | x | 7 | -18 |

[11] CC(=O)c1c(C)[nH]c(C(=O)OCC(=O)Nc2c(C)n(C)n(-c3ccccc3)c2=O)c1C
[12] O=c1c(Cl)c(NCc2ccccc2Cl)cnn1C12CC3CC(CC(C3)C1)C2
[13] CC(c1nc2ccccc2c(=O)[nH]1)N1CCOCC1 (stereo unspecified)
[14] C[C@@H]1CN([C@@H](C)CO)S(=O)(=O)c2ccc(C#C[C@@H](C)O)cc2O[C@@H]1CN(C)Cc1ccc(-c2ccccc2)cc1
[15] CC(C)SCc1cc(N2CCCC2)nc(-c2ccccc2)n1
[16] COc1ccccc1CN=Cc1[nH]c2ccc(Br)c(Cl)c2c1O
[17] O=C(NCCN1CCCC1)c1ccc(Cl)cc1Cl
[18] CCOC(=O)C(C)n1cnc2scc(-c3ccc(C)c(C)c3)c2c1=O (stereo unspecified)
[19] Cc1nc2c(C)cccn2c1/C(O)=C1\C(=O)C(=O)N(CCN(C)C)C1c1cccs1 (stereo unspecified)
[20] CN(C)N1C(N)=C(C#N)C(c2ccccc2Cl)C2=C1CCCC2=O (stereo unspecified)

| entry no. | 11 | 12 | 13 | 14 | 15 | 16 | 17 | 18 | 19 | 20 |
| --- | --- | --- | --- | --- | --- | --- | --- | --- | --- | --- |
| LGR2 inh | 7 | -8 | 12 | 12 | -1 | x | 12 | x | -4 | -20 |
| FN deposit inh | -5 | 1 | -3 | x | 6 | -3 | -1 | -5 | -5 | 9 |
| PGC1a acetyl inh | -9 | x | 4 | -21 | x | -52 | -4 | -8 | 1 | 7 |
| PglD DTNB | -1 | x | 1 | 1 | x | 1 | 2 | -8 | 2 | 2 |
| ERAP1 HTS inh | 3 | 2 | 0 | 2 | -3 | x | -3 | 1 | x | -3 |
| PAX8 reporter | 16 | 28 | 1 | 77* | 0 | 18 | -50 | 25 | -13 | -11 |
| S100A4 MyoIIA | -5 | 11 | -5 | -1 | -1 | x | 6 | -6 | 2 | -6 |
| EWS-Fli inh | 1 | 26 | -6 | 11 | -8 | x | 9 | 3 | 7 | -13 |

[21] COc1ccc(C(=O)c2c3ccccc3[n+]([O-])n2CCCN)cc1
[22] CN1C(=O)C(O)(CC(=O)/C=C\c2ccc3c(c2)OCO3)c2ccccc21 (stereo unspecified)
[23] CN(C)Cc1c(C(=O)N/N=C/c2cccc(OCc3c(F)cccc3Cl)c2)nnn1-c1nonc1N
[24] C=CCNC(=O)/C(C#N)=C/c1ccccc1OCc1ccc(C(=O)OC)cc1
[25] COc1cccc(N2CC(C(=O)Nc3nnc(SCC(=O)Nc4cc(C)on4)s3)CC2=O)c1 (stereo unspecified)
[26] O=C(NCCc1ccccc1)c1cc(-c2ccco2)on1
[27] CC1CC1C(=O)OCC(=O)Nc1cccc(S(=O)(=O)NC2=NCCCCC2)c1 (stereo unspecified)
[28] COc1ccc(OC)c(/C=C/C(=O)Nc2ccc3c(c2)CCC3)c1
[29] C/C=C/c1cnc2c(c1)C(=O)N([C@@H](C)CO)C[C@@H](C)[C@H](CN(C)C(=O)Nc1c(C)noc1C)O2
[30] C[C@H]1CN([C@@H](C)CO)C(=O)CCCn2cc(nn2)CO[C@H]1CN(C)S(=O)(=O)c1ccc(C#N)cc1

| entry no. | 21 | 22 | 23 | 24 | 25 | 26 | 27 | 28 | 29 | 30 |
| --- | --- | --- | --- | --- | --- | --- | --- | --- | --- | --- |
| LGR2 inh | -9&-16 | 16 | 24 | 8 | -9 | -31 | 6 | -14 | 21 | 6 |
| FN deposit inh | 8&-3 | 1 | 0 | -2 | -2 | x | -1 | 9 | -1 | 3 |
| PGC1a acetyl inh | 1&3 | 17 | -5 | x | 6 | 9 | -1 | 1 | -4 | x |
| PglD DTNB | -3&-4 | 0 | 4 | x | -1 | -1 | 2 | 8 | -2 | -1 |
| ERAP1 HTS inh | 13 | -2 | -1 | -2 | 0 | -3 | -1 | -3 | 3 | 2 |
| PAX8 reporter | -17&-8 | 16 | 15 | -19 | -2 | x | -30 | 51 | x | -15 |
| S100A4 MyoIIA | -9&1 | -4 | 2 | 7 | -7 | 5 | -3 | 1 | 0 | 8 |
| EWS-Fli inh | -14&-52 | u | x | 8 | 17 | -57 | 3 | -41 | 1 | 1 |

[31] CC1OC(Oc2c(-c3cc(O)c(O)c(O)c3)oc3cc(O)cc(O)c3c2=O)C(O)C(O)C1O (stereo unspecified)
[32] O=C(CSc1cn(CCNC(=O)c2cccs2)c2ccccc12)NCC1CCCO1 (stereo unspecified)
[33] COc1ccc(C(=O)Nc2nnc([C@@H]3C[C@H](O)[C@@H](CO)O3)s2)cc1
[34] CCCC(=O)NC(c1ccc(OCC)cc1)c1ccc(OC)c(OC)c1 (stereo unspecified)
[35] CC1=NNC(=O)/C1=C\c1cn(-c2ccccc2)nc1-c1ccccc1
[36] CCOc1cc(/C=N/NC(=O)C(=O)NCC2CCCO2)ccc1OCC(=O)N1CCOCC1 (stereo unspecified)
[37] CC(=O)N1CCc2cc(Br)cc(S(=O)(=O)NCc3ccc(Cl)cc3)c21
[38] O=C(c1ccc(Cn2cc([N+](=O)[O-])cn2)o1)N1N=C(C(F)F)CC1(O)C(F)F (stereo unspecified)
[39] O=C(CCn1c(=O)sc2ccccc21)Nc1ccon1
[40] CCc1nonc1NC(=O)c1oc2ccccc2c1C

| entry no. | 31 | 32 | 33 | 34 | 35 | 36 | 37 | 38 | 39 | 40 |
| --- | --- | --- | --- | --- | --- | --- | --- | --- | --- | --- |
| LGR2 inh | -4 | x | 0 | 24 | 106* | x | 2 | -12 | -11 | -39 |
| FN deposit inh | x | -5 | -6 | 1 | x | -1 | 8 | x | x | 0 |
| PGC1a acetyl inh | -17 | 0 | 1 | 0 | 14 | 13 | 8 | 0 | 22 | -10 |
| PglD DTNB | 1 | -2 | -1 | 9 | x | -3 | 1 | -1 | -4 | 0 |
| ERAP1 HTS inh | 28 | 0 | 8 | -3 | 0 | x | 0 | -1 | 2 | 0 |
| PAX8 reporter | x | -14 | -15 | 9 | 33 | -7 | 4 | x | x | -65 |
| S100A4 MyoIIA | -3 | -3 | -1 | -1 | -4 | 0 | -4 | -10 | -4 | -1 |
| EWS-Fli inh | 7 | -9 | -6 | 21 | 82* | -9 | -13 | -2 | -8 | x |

Entries of single compounds as entered above.
CO[C@@H]1CN(C)C(=O)c2cc(NC(=O)CC(F)(F)F)ccc2OC[C@@H](C)N(C(=O)C2CCCC2)C[C@H]1C in the list: LGR2 inh: -9; FN deposit inh: -6; PGC1a acetyl inh: x; PglD DTNB: 0; ERAP1 HTS inh: -1; PAX8 reporter: 0; S100A4 MyoIIA: -25; EWS-Fli inh: -2
CC(c1nc2ccccc2c(=O)[nH]1)N1CCOCC1 (stereo unspecified) in the list: LGR2 inh: 12; FN deposit inh: -3; PGC1a acetyl inh: 4; PglD DTNB: 1; ERAP1 HTS inh: 0; PAX8 reporter: 1; S100A4 MyoIIA: -5; EWS-Fli inh: -6

More compounds.
[41] Cc1ccccc1NC(=O)Nc1cnccn1
[42] C=CCN1C(=O)c2n[nH]c(C(C)C)c2C1c1ccc(C)cc1 (stereo unspecified)
[43] O=C(CCN1C(=O)CSc2ccccc21)Nc1ccc(OC(F)(F)F)cc1
[44] C[C@@H]1CCCCO[C@@H](CN(C)C(=O)CCCN(C)C)[C@@H](C)CN([C@H](C)CO)C(=O)c2cc(NC(=O)Nc3ccc4c(c3)OCO4)ccc2O1
[45] CC(=O)NC1(C(F)(F)F)C(=O)Nc2c1c(=O)[nH]c(=O)n2-c1ccccc1 (stereo unspecified)
[46] CCc1cc(Cn2nc(-c3ccccc3)cc2C(=O)NCc2cccc(Br)c2)on1
[47] O=C(c1ccccc1)C1N=NCC1c1ccc(Cl)cc1 (stereo unspecified)
[48] CCN1C(=O)[C@H]2[C@@H](c3ccc(-c4cccc(Cl)c4)cc3)N[C@@](CC(C)C)(C(=O)OC)[C@H]2C1=O
[49] CCCn1c(CCC(=O)O)nc2cc(S(=O)(=O)N3CCCC3)ccc21
[50] CCCNC(=O)N1C[C@@H]2[C@H](c3ccccc31)[C@@H](CO)N2C(=O)NC(C)C
[51] O=c1[nH]c2ccccc2nc1/C=C/c1ccc(Cl)cc1
[52] Cc1ccc(/C=C/C(=O)OCC(=O)Nc2ccc3[nH]c(=O)[nH]c3c2)o1
[53] COc1cc(/C=C/C(=O)c2cccc([N+](=O)[O-])c2)cc(OC)c1OC

| entry no. | 41 | 42 | 43 | 44 | 45 | 46 | 47 | 48 | 49 | 50 | 51 | 52 | 53 |
| --- | --- | --- | --- | --- | --- | --- | --- | --- | --- | --- | --- | --- | --- |
| LGR2 inh | 9 | -1 | -3 | -8 | 10 | 20 | 3 | 21 | -21 | -1 | -29 | 7 | x |
| FN deposit inh | -2 | 21 | -1 | 1 | 6 | 0 | -3 | -8 | 3 | x | -6 | 1 | -4 |
| PGC1a acetyl inh | 4 | x | 7 | 3 | 8 | x | -10 | -9 | 5 | -3 | -13 | 7 | x |
| PglD DTNB | -4 | x | 1 | -2 | x | 3 | 2 | -8 | -8 | 4 | -3 | 3 | x |
| ERAP1 HTS inh | -2 | 1 | 0 | 2 | x | 1 | 1 | 1 | 1 | -4 | 1 | 15 | 1 |
| PAX8 reporter | x | 5 | 9 | 10 | 7 | 17 | -2 | 11 | -5 | 9 | 24 | -4 | -5 |
| S100A4 MyoIIA | 3 | -3 | 5 | 7 | -2 | -3 | -2 | 0 | -47 | u | 23 | 0 | -3 |
| EWS-Fli inh | x | -4 | -6 | 0 | 2 | 30 | -6 | 24 | 5 | 1 | -99 | 3 | 23 |
